MT1-MMP txn act: MT1-MMP promoter reporter activation – cell-based, luciferase luminescence, primary screen; AID 750, 2007; HT1080 MT1-MMP promoter luciferase reporter, overnight; hits give high values; hit rate 0.16% among 86,000; activation factor at 10 µM;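 active = activation factor of at least 2 for MT1-MMP transcription at 10 µM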
Mac1 fbg inh: inhibitors of CD11b/CD18 adhesion to fibrinogen, primary screen, K562 cells, luminescence; ATPlite luminescence; Mn2+ added to activate the integrin; inhibition, % at 10 µM; Integrin beta-2 (Homo sapiens) + Integrin alpha-M (Homo sapiens), P05107+P11215; hit rate 0.54% among 93,000;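 active = primary inhibition of 50% or more at 10 µM, then 40% or more on retest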; note: some results filed as inactive read as strong as hits
Target sequence (P05107 whole entry, looked up, other chains not shown): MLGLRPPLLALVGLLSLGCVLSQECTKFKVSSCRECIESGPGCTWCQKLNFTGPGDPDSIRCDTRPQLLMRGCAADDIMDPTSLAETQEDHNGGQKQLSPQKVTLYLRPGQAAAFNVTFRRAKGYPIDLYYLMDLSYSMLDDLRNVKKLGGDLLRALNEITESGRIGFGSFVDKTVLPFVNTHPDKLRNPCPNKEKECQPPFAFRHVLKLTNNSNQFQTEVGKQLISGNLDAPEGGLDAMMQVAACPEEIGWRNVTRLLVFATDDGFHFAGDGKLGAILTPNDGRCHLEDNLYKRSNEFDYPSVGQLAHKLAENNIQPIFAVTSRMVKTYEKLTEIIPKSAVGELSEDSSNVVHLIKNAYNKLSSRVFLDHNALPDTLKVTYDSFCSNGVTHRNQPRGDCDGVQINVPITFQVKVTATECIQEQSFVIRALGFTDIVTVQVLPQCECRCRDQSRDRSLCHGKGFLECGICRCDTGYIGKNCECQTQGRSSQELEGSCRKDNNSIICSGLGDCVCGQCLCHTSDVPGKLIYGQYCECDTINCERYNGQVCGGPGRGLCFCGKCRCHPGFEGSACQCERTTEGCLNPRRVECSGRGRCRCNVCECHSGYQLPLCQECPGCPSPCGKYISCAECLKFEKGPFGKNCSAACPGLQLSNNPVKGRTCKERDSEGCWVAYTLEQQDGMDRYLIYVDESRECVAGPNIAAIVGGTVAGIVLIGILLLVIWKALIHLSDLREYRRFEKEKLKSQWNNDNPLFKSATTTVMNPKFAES
PLAP activator: PLAP enzyme activators, biochemical, luminescence, HTS; hit rate 1.2% among 96,000; activation fold at 20 µM; purified PLAP enzyme, luminescent substrate read-out; hits give high values; Alkaline phosphatase, placental type (Homo sapiens), P05187; AID 696, 2007; in the data active = activation fold above about 2
CYP2C9 inhib: blockers of cytochrome P450 2C9 activity – biochemical, luminescence, ADME assay, primary screen; hit rate 20% among 96,000; CYP2C9 Supersomes, luciferin-H conversion; inhibition, % at 5 µM; P11712;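 active = blocking of liver enzyme CYP2C9 beyond about 50% at 5 µM, limit read from the data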; note: values of inactives mirror those of a sister screen read the other way
CYP2C19 inhib: blockers of cytochrome P450 2C19 activity – biochemical, luminescence, ADME assay, primary screen | CYP2C19 Supersomes, luciferin-H EGE luminescence, 30 min | inhibition, % at 5 µM | hit rate 21% among 96,000 | AID 778, 2007;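 active = CYP2C19 inhibition above a set limit at 5 µM in the primary screen, cut at about 50% in these data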;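 note: plate controls were negative control wells for no effect and 2.5 mM tranylcypromine positive control for full effect; values of inactives mirror those of a sister screen read the other way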
CYP2C19 activ: human CYP2C19 activators, primary screen, biochemical, luminescence. recombinant CYP2C19, luciferin-H EGE luminescence; hits give high values; 0 = fully inhibited enzyme, 1 = untreated enzyme. activation factor at 5 µM. 96,000 tested, under 10 active. Cytochrome P450 2C19 (Homo sapiens), P33261;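 active = activation factor of at least 2 at 5 µM in the primary screen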;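 note: 0 = wells with 2.5 mM tranylcypromine and 1 = vehicle-only wells; values of inactives mirror those of a sister screen read the other way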
CYP2C9 act: human CYP2C9 activators, primary screen, biochemical, luminescence; hit rate 1.4% among 96,000; activation factor at 5 µM; Cytochrome P450 2C9 (Homo sapiens), P11712; recombinant CYP2C9, luciferin-H conversion; hits give high values; factor 1 = untreated enzyme, 0 = blocked;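 active = activation factor of 2 or more for CYP2C9 at a 5 µM dose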;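 note: 0 = sulfaphenazole-blocked wells and 1 = vehicle-only wells; values of inactives mirror those of a sister screen read the other way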
PTK2B oligo ant: antagonists of Pyk2 self-association, primary screen, Q293 cells, FERM NanoBiT luminescence, HTS | AID 1347419, 2020 | hits give low values | Protein-tyrosine kinase 2-beta (Homo sapiens), Q14289 | z-score (the deposit names both 25 µM and 10 µM) | hit rate 0.83% among 99,000;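 active = Z-score of -3 or lower, scaled per plate to the spread of control and sample wells; inactive = z-score above -3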;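 note: negative z-score means lost luminescence so less FERM oligomerization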
Mac1 fbg enh: enhancers of CD11b/CD18 adhesion to fibrinogen, primary screen, K562 cells, luminescence; Integrin beta-2 (Homo sapiens) + Integrin alpha-M (Homo sapiens), P05107+P11215; ATPlite luminescence; activation, % at 10 µM; hit rate 0.07% among 93,000;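 active = 10 µM primary screen giving 50% or more activity, confirmed by 40% or more on retest at that dose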; note: strong numbers were not always called active; reference of the scale not given here
* = called active by the depositor; nt = not tested or not shown.

SMILES	MT1-MMP txn act	Mac1 fbg inh	PLAP activator	CYP2C9 inhib	CYP2C19 inhib	CYP2C19 activ	CYP2C9 act	PTK2B oligo ant	Mac1 fbg enh
Cc1ccc(OCC(=O)N(Cc2ccc(N(C)C)cc2)C2CCS(=O)(=O)C2)cc1 (centres undefined)	1.2	0	1.6	68*	54*	0.5	0.3	0.63	-7
CCOc1ccc(OCCSc2nc3ccccc3o2)cc1	nt	18	1	-10	-17	1.2	1.1	1.2	-1
O=C(NCC1CCCO1)c1ccc(S(=O)(=O)N2CCCCC2)cc1 (centres undefined)	1	-11	0.9	3	-8	1.1	1	-0.35	6
COc1cc(-c2nnn(CC(=O)NC3CCS(=O)(=O)C3)n2)ccc1OCc1ccccc1 (centres undefined)	1.5	1	1.4	69*	52*	0.5	0.3	-0.86	-3
O=C(N1CCNCC1)N1CCOCC1	nt	-29	0.9	-10	10	0.9	1.1	nt	-1
CN(CC(=O)N1CCCC1)S(=O)(=O)c1cc(Cl)ccc1Cl	1	-2	1.1	-141	19	0.8	2.4*	-0.16	-4
COc1cc(NC(=O)c2ccc(Br)o2)ccc1NC(=O)C(C)C	1.1	-26	0.9	24	39	0.6	0.8	-0.06	-8
COc1ccc(C(CC(=O)c2ccc(O)cc2)S(=O)(=O)c2ccc(C)cc2)cc1 (centres undefined)	nt	23	1.2	88*	71*	0.3	0.1	-0.68	2
CCOc1ccc(/C(O)=C2/C(=O)C(=O)N(CCCn3ccnc3)C2c2cccs2)cc1Cl (centres undefined)	nt	-2	1.6	70*	19	0.8	0.3	-0.52	-3
O=C(Nc1nnc(C2CCCCC2)s1)c1cccs1	1.2	-2	0.9	5	-9	1.1	0.9	0.2	57
CCOC(=O)Cc1c(C)nc(-c2ccccc2)[nH]c1=O	1.1	10	1	-21	-12	1.1	1.2	-0.47	4
Cc1nn(-c2ccccc2)c(C)c1C(=O)OCC(=O)N1CCN(S(=O)(=O)c2ccccc2)CC1	1	16	1.7	17	33	0.7	0.8	0.31	0
O=C(NC1(C(F)(F)F)N=C(c2ccccc2)NC1=O)c1ccc(Cl)cc1Cl (centres undefined)	nt	5	1	16	23	0.8	0.8	0.94	-5
Cc1noc(C)c1C(=O)OCC(=O)c1cc(C)n(Cc2ccccc2Cl)c1C	1.4	92	1.5	87*	90*	0.1	0.1	-0.55	-5
Cn1c(CN2CCCC2)nc2cc(NC(=O)Nc3ccccc3)ccc21	1.3	-3	1.5	-11	-17	1.2	1.1	-0.72	0
O=C(CSc1ccccc1Cl)c1ccco1	1.4	4	0.9	-55	36	0.6	1.5	-0.51	-1
Cn1c(SCC(=O)NCc2ccc3c(c2)OCO3)nc2scc(-c3cccs3)c2c1=O	1.1	9	1.1	80*	23	0.8	0.2	-1.1	9
CCOC(=O)N1CCN(Cc2nc(N)nc(Nc3ccc(C)cc3)n2)CC1	1.3	3	1.7	16	36	0.6	0.8	2.9	-3
CSc1nc(-c2ccccc2)nc(N2CCN(C)CC2)c1C(C)=O	1.2	8	1.5	53*	56*	0.4	0.5	-0.29	-2
O=S(=O)(c1cccc2cccnc12)N1CCN(Cc2ccc3c(c2)OCO3)CC1	1.1	4	1.3	-150	46	0.5	2.5*	0.55	-4
COCC(C)N=CC1=C(O)CC(C)(C)CC1=O (centres undefined)	1.2	2	1	-6	1	1	1.1	-0.22	0
COc1cccc2cc(C(C)N(CCCN3CCOCC3)C(=O)Nc3ccccc3)oc12 (centres undefined)	1.2	5	1.4	32	12	0.9	0.7	0.24	-3
CCOC(=O)c1oc2cc(C)cc(O)c2c(=O)c1-c1csc(C)n1	1.2	2	0.8	-28	4	1	1.3	-0.29	0
COc1ccc(S(=O)(=O)N(C)C2CCN(C)CC2)cc1	1.1	12	1.2	0	20	0.8	1	nt	-3
COc1cccc(-c2nn(C)c3sc(C(=O)N4CCOCC4)cc23)c1	1.1	15	1.6	60*	32	0.7	0.4	nt	-2
COc1cccc(C(=O)N(Cc2ccc(N(C)C)cc2)C2CCS(=O)(=O)C2)c1 (centres undefined)	1.1	2	1.1	-6	23	0.8	1.1	-0.49	-1
COc1ccc2[nH]c(C)c(C(=O)CN3CC(C)OC(C)C3)c2c1 (centres undefined)	1.1	11	1.2	16	4	1	0.8	0.04	-3
COC(=O)CSC1=C(C#N)C(c2cccc(OC)c2)CC(=O)N1 (centres undefined)	1.1	14	1	75*	71*	0.3	0.2	nt	3
COc1ccc(C(=O)CSc2nnc(COc3ccccc3)n2Cc2ccco2)cc1	1.1	15	1.7	56*	35	0.7	0.4	-0.07	-6
CC(=O)n1c2ccccc2c2ccccc21	nt	nt	0.8	68*	47	0.5	0.3	1.4	nt
Cc1cccc(C(=O)Nc2cc(=O)n(C)c(=O)n2C)c1	1.1	-3	1	8	-6	1.1	0.9	nt	1
CO/N=C/NC(=O)NOCc1c(Cl)cccc1Cl	nt	-3	1	-4	10	0.9	1	1.1	0
c1ccn(-c2ccc(N3CCOCC3)cc2)c1	1.3	-5	1.1	14	15	0.9	0.9	0.18	-3
O=C(O)C1CCC(=O)N(C2CC2)C1c1ccccc1 (centres undefined)	nt	nt	1	1	-10	1.1	1	0.63	nt
Nc1ccc2ncccc2c1	1.4	-2	1	3	7	0.9	1	-0.52	2
O=C(CN1CCOCC1)Nc1c(-c2ccccc2)c2cc(Br)ccc2[nH]c1=O	1.1	-14	1.5	-16	5	1	1.2	-0.53	0
CN(C)S(=O)(=O)c1ccc(S(=O)(=O)N2CCN(CCC#N)CC2)cc1	1	-15	1	-15	-22	1.2	1.2	nt	1
CCN1CCN(S(=O)(=O)c2ccc(S(=O)(=O)NCC3CCCO3)cc2)CC1 (centres undefined)	1	2	1	1	-10	1.1	1	0.47	-2
CC1CCCC(NC(=O)c2ccc3c(c2)N(Cc2ccccc2)C(=O)CS3=O)C1C (centres undefined)	0.9	-5	1.4	76*	42	0.6	0.2	nt	4
O=C(Nc1ccc(CN2CCOCC2)cc1)c1ccc(-c2ccc(Br)cc2)o1	1.1	73	1.5	23	18	0.8	0.8	-1.5	-1
CCOc1ccc(OCc2ccc(C(=O)N3CCc4ccccc4C3)o2)cc1	nt	nt	1	31	51*	0.5	0.7	-0.18	nt
C/C(O)=C(/C#N)c1nc2ccccc2[nH]1	1.2	1	1	-5	-3	1	1.1	-0.11	-2
Cc1ccc(C(=O)N/N=C/c2ccc(S(=O)(=O)O)o2)c(Cl)c1	1.1	11	1.1	6	7	0.9	0.9	-0.21	-3
O=C1C(=O)N(CCO)C(c2ccccc2)/C1=C(\O)c1ccccc1 (centres undefined)	1	-7	1.2	-12	-17	1.2	1.1	nt	-3
Cc1csc2nc(CNC(=O)CCC(=O)O)cn12	1.1	-12	1	-10	-20	1.2	1.1	nt	-4
O=C(Nc1ccccc1C(=O)N1CCOCC1)C1CC(=O)N(C2CCCC2)C1 (centres undefined)	1.1	-5	1.2	-14	-16	1.2	1.1	0.84	3
COc1ccc(OC)c(/C=N/NC(=O)CCCC(=O)Nc2cccc(Br)c2)c1	nt	nt	1.3	75*	35	0.7	0.2	-2.2	nt
CCOC(=O)C1=C(C)N(C)C(=O)C1CC(=O)O (centres undefined)	nt	-17	1	-11	-10	1.1	1.1	-0.66	-7
CCn1c(CSc2nc3ccccc3s2)nnc1SCC(=O)OC(C)(C)C	1.2	2	1	-9	18	0.8	1.1	0.91	-3
Cn1cc(SCC(=O)NCC2CCCO2)c2ccccc21 (centres undefined)	1	-41	1	-120	36	0.6	2.2*	nt	2

Pulled one by one from the entries so far, 3 records:
SMILES	MT1-MMP txn act	Mac1 fbg inh	PLAP activator	CYP2C9 inhib	CYP2C19 inhib	CYP2C19 activ	CYP2C9 act	PTK2B oligo ant	Mac1 fbg enh
CCOc1ccc(OCc2ccc(C(=O)N3CCc4ccccc4C3)o2)cc1	nt	nt	1	31	51*	0.5	0.7	-0.18	nt
Cn1cc(SCC(=O)NCC2CCCO2)c2ccccc21 (centres undefined)	1	-41	1	-120	36	0.6	2.2*	nt	2
CCn1c(CSc2nc3ccccc3s2)nnc1SCC(=O)OC(C)(C)C	1.2	2	1	-9	18	0.8	1.1	0.91	-3

The list continues.
SMILES	MT1-MMP txn act	Mac1 fbg inh	PLAP activator	CYP2C9 inhib	CYP2C19 inhib	CYP2C19 activ	CYP2C9 act	PTK2B oligo ant	Mac1 fbg enh
COC(=O)COc1ccc(S(=O)(=O)N2CCc3ccccc3C2)cc1C	1.4	2	1.1	-109	79*	0.2	2.1*	0.95	1
CCOC(=O)C(C)NC(=O)C(NC(=O)C1CCC(CC)CC1)C(C)C (centres undefined)	1.2	-1	1.2	-8	0	1	1.1	-0.08	2
CCc1nnc(NC(=O)CSc2nc3cc4c(cc3cc2C)OCCO4)s1	nt	nt	0.9	26	22	0.8	0.7	0.41	nt
CCC(C)N1C(=O)C2C(C(=O)Nc3cccc(OC)c3)C3C=CC2(O3)C1C(=O)NC1CCCCC1C (centres undefined)	1.2	-7	1.2	12	8	0.9	0.9	-0.77	29
CC(=O)Nc1ccc(SCC(=O)N(CCC#N)c2ccc(C)cc2)cc1	1.1	-7	1.1	36	23	0.8	0.6	0.09	-4
Cc1cc(Br)ccc1NC(=O)C1CCCO1 (centres undefined)	1	-2	1.1	-3	46	0.5	1	-0.01	3
COc1cc(/C=C/c2c([N+](=O)[O-])c(=O)n(C)c(=O)n2C)cc(OC)c1OC	0.9	2	0.8	17	4	1	0.8	-0.67	-6
Cn1cnnc1SCC(=O)c1c[nH]c2ccccc12	1.5	0	1.1	21	47	0.5	0.8	0.37	1
O=C(CCCN1C(=O)c2ccccc2C1=O)NC1=NCCS1	1.1	-12	1	9	19	0.8	0.9	-0.19	9
C=CCN1C(=O)/C(=C2/Sc3ccccc3N2C)SC1=Nc1ccccc1C	nt	-22	0.8	56*	39	0.6	0.4	-0.03	27
CCCOc1ccc(N2C(=O)CC(N(CCc3ccc(S(N)(=O)=O)cc3)C(C)=O)C2=O)cc1 (centres undefined)	1.1	nt	1.1	-11	-17	1.2	1.1	0.18	nt
Cc1ccc(-c2nc(CCN3C(=O)c4ccccc4C3=O)cs2)cc1	nt	nt	0.8	30	52*	0.5	0.7	-1.8	nt
NC(=O)COc1ncn(-c2ccccc2)n1	1.1	-28	1	-2	-9	1.1	1	0.41	0
CSc1nc(C)cc(SCCO)n1	1.2	-11	1	-20	5	0.9	1.2	0.51	0
CC(C)N(Cc1nc(-c2ccc(Cl)cc2)no1)C(=O)c1cccs1	1.1	42	1	89*	78*	0.2	0.1	-1.2	0
O=C1c2ccccc2S(=O)(=O)N1Cc1cccc(S(=O)(=O)N2CCOCC2)c1	1	-1	1	-9	17	0.8	1.1	0.11	-2
O=C(/C=C/c1ccccc1)N1CCCN(C(=O)/C=C/c2ccccc2)CC1	nt	-8	1.1	30	44	0.6	0.7	-0.08	1
O=C(/C=N/O)Nc1ccccc1C(=O)O	1.1	-17	1	14	24	0.8	0.9	-0.53	-3
N#Cc1c(-c2ccc(Cl)cc2)nc2n(c1=O)CCCS2	1	nt	1	33	49	0.5	0.7	0.81	nt
CCN(CCCNC(=O)c1ccc(N2CCCC2=O)cc1)c1cccc(C)c1	1	12	1.4	13	30	0.7	0.9	1.3	-1
CCOc1nc(Nc2ccc(F)cc2)nc(N2CCN(c3ccc(OC)cc3)CC2)n1	1	10	0.8	13	-3	1	0.9	-0.92	-2

Screens deposited in PubChem by Sanford-Burnham Center for Chemical Genomics.
